Bioassay records from PubChem BioAssay.
SSB-PriA inh: inhibitors of Klebsiella pneumoniae PriA binding to SSB C-terminal tail. AlphaScreen SSBct-PriA binding, biotinylated peptide. inhibition, % at 33 µM. hit rate 0.6% among 430,000; in the data active = inhibition mostly above about 37%, no sharp cut-off; inactive = mostly below about 20%;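 note: plate controls were negative control peptide for no effect and reference peptide for full effect; strong numbers were not always called active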
Active calls of the source: *; & = joins results of further samples. An excerpt; count on the stated rates, not on these rows.

SMILES	SSB-PriA inh
CN(C)c1ccnc(CNC(=O)C(C)(C)Oc2ccc(Cl)cc2)n1	-4
Cc1ccc2nc(NC(=O)CSC3=NS(=O)(=O)c4cc(Cl)ccc4N3)sc2c1	2
Cc1cc(C(=O)NCCn2ccc(C(F)(F)F)n2)no1	-8
OCCN1CCN(c2cc(-c3ccccc3)nc3c(-c4ccc(Cl)cc4)cnn23)CC1	-55
O=C(NCC#CCOc1ccc2c(c1)OCO2)c1ccc2ncsc2c1	-12
C=CCN1C(=O)CC(Nc2ccc(N3CCOCC3)cc2)C1=O (configuration not stated)	-1
CS(=O)(=O)NC[C@H](O)c1csc2ccccc12	-5
O=C(Cn1c(-c2ccncc2)nc2ccccc21)Nc1ccc2c(c1)OCCO2	-10
CC(C)Oc1ccc(C(=O)Nc2nc(-c3cc4ccccc4oc3=O)cs2)cc1	-2
CCN1C(=O)c2cccc3c(NC(=O)c4cc5cc([N+](=O)[O-])ccc5s4)ccc1c23	-12
CSCC[C@](C)(O)CNS(=O)(=O)c1ccc(F)c(C)c1	-16
O=C(Cn1cnc2ccccc2c1=O)N1CCC[C@H](c2nnc(-c3cccs3)o2)C1	-8
CC(=NNc1ccccn1)c1cccs1	12
COc1cccc(C=NNC(=S)NCCc2ccccc2)c1	-1
COc1ccc(Cl)cc1NC(=O)NCc1nccc(N(C)C)n1	1
COc1ccccc1C1C(=C(O)c2ccc(Cl)cc2)C(=O)C(=O)N1CCN1CCOCC1 (configuration not stated)	-9
Cc1ccccc1C(=O)Nc1ccc(N2CCOCC2)cc1	12
O=C(CSc1ccc2nnc(-c3cccs3)n2n1)Nc1nc2ccccc2s1	-7
CCOc1cc(S(=O)(=O)N2CCN=C2c2ccccc2)c(C)cc1C	-7
COc1ccc(C=NN=Cc2ccc(OC)c(OC)c2)cc1OC	9
Cc1nc(SCc2ccccc2F)[nH]c(=O)c1CC(=O)NCc1cccs1	-15
Cc1ccc(-c2nnc(NC(=O)C(c3ccccc3)c3ccccc3)o2)c(C)c1	-3
O=C(c1ccoc1)N1CCC(CNS(=O)(=O)c2ccc3c(c2)CCO3)CC1	-4
O=C(N1CCN(c2ccc(-n3cncn3)nn2)CC1)C1(c2ccccc2)CCOCC1	-38
CC(=O)Nc1nnc(Cc2ccccc2)o1	-11
O=C(NCC(c1ccsc1)N1CCc2ccccc2C1)C(=O)Nc1ccon1 (configuration not stated)	-3
Cc1ccc(C=NNC(=O)c2c(-c3ccccc3)noc2C)o1	3
CCC(=O)N1CCN(C(=O)C(NC(=O)c2ccc(C)cc2)S(=O)(=O)c2ccc(Cl)cc2)CC1 (configuration not stated)	-6
Cc1cc(Br)ccc1NC(=O)Cc1csc(NC(=O)c2ccccc2)n1	-3
O=C(CSc1ccc(NC(=O)c2ccccc2F)nn1)Nc1nccs1	-11&-3
Cc1ccc(S(=O)(=O)N2CCc3cc(S(=O)(=O)NC4CCCC4)ccc32)c(C)c1	-4
COc1cc(C(=O)NCC(=O)NN=Cc2ccccn2)cc(OC)c1OC	5
COc1ccc(C=NNC(=O)c2ccc(F)cc2)cc1COc1cc(F)ccc1[N+](=O)[O-]	4
COc1ccc(Cl)cc1-n1c(-c2ccccc2)cn2c3c(=O)[nH]c(=O)n(C)c3nc12	1
O=C(CSc1ccc(F)cc1)NC[C@H](O)Cn1ccccc1=O	-2
CCN(CC)C(=O)Oc1c(I)cc(Cl)c2cccnc12	-19
CSc1nc(N2CCCC2)c2cnn(CCN)c2n1	-8
COCCNC(=O)C(=O)NCC1CCN(Cc2cccs2)CC1	-33
Cc1ccc(C=NNC(=O)Cc2ccc(O)cc2)s1	-16
O=C1CNC(=O)N1CC1CCN(S(=O)(=O)c2cccs2)CC1	-5
COCCn1cc(NC(=O)N2CCN(C(=O)c3ccco3)CC2)c2ccccc21	-13&-12
CCc1nc2c(sc3cccc(F)c32)c(=O)n1CC(=O)Nc1cc(OC)cc(OC)c1	-5
Cc1cccc(-n2ncc3c(=O)n(CC(=O)N4CCCc5ccccc54)cnc32)c1C	-8
Nc1cccc(N2CCCCC2=O)c1	4&18
CCC(=O)N1CCc2cc(Br)cc(S(=O)(=O)N3CCN(c4ccccn4)CC3)c21	-16
COCC(=O)N1CCCc2ccc(NC(=O)c3cn(C)nn3)cc21	-2
Cc1ccc(-n2c(=O)c3oc4ccccc4c3n(CC(=O)c3ccccc3)c2=O)cc1	9
CCOc1ccc(-n2ccnc(SCc3ccccc3Cl)c2=O)cc1	-11
Cn1cc(S(=O)(=O)N2CCCC2)cc1C(=O)Nc1nc(-c2ccccn2)cs1	40
CC(=O)N1N=C(c2cccs2)CC1c1ccc(C)s1 (configuration not stated)	-8
Cc1cc(NC(=O)[C@@H]2CSc3nc(C(C)(C)C)cc(=O)n3C2)c2ccccc2n1	-5
CC(=O)Nc1ccc(CC(=O)NCc2ccccc2-c2ccsc2)cc1	14
CCCc1nnsc1C(=O)Nc1ccccc1-c1ccc(=O)[nH]n1	10
O=C(Cc1cc(=O)[nH]c(SCc2cccc(Cl)c2)n1)Nc1nccs1	10
CO[C@@](C)(CNC(=O)Nc1cccs1)c1cccc(Cl)c1	4
O=S(=O)(NCCn1ncc2c(N3CCCC3)ncnc21)c1ccc(Cl)s1	-12
CCOc1cccc2c1Oc1c(c(=O)n(-c3ccccc3)n1CC(=O)Nc1ccc(C)c(F)c1)C2	-10
COC(=O)c1c(C)[nH]c(C(=O)CN2CCCCCC2)c1C	-5
O=C(NCc1ccc(F)cc1)N(Cc1cccs1)C1CCOCC1	-5
CCCOc1ccccc1NC(=Nc1nc(C)cc(C)n1)NC(=O)Nc1ccc(Cl)cc1	0

Going on with the list:
SMILES	SSB-PriA inh
Nc1nonc1-n1nnc(C(=O)NN=Cc2cccnc2)c1CSc1ccc(Cl)cc1	6
O=C(O)c1cc(=O)[nH][nH]1	0
Cc1ccccc1C(=O)Nc1cccc(C(=O)NN=Cc2cc(Cl)cc([N+](=O)[O-])c2O)c1	-3
CC1=C(C(=O)Nc2ccccc2)C2(CCCCC2)C(C#N)C(SCC(=O)Nc2nccs2)=N1 (configuration not stated)	7
O=C(CC1CCCCC1)NCCn1ncc2c(=O)n(Cc3ccc(Cl)cc3)cnc21	-12
CCOP(=O)(CC(N)=O)OCC	10
Cc1cc2ncn(CC3CCN(C(=O)c4ccc(S(=O)(=O)N5CCOCC5)cc4)CC3)c2cc1C	-17
NC(COc1ccccc1)=NNS(=O)(=O)c1ccccc1	-14
COc1ccc(CCNC(=O)N2CCC(Cn3cccn3)CC2)cc1	-2
Cc1cc(C)c2sc(NC(=O)C3CCCCN3S(C)(=O)=O)nc2c1 (configuration not stated)	-13
CCOC(=O)c1cccc(Nc2c(C(=O)N3CCSCC3)cnc3ccccc23)c1	-15
COc1ccc(C(O)=C2C(=O)C(=O)N(Cc3cccnc3)[C@@H]2c2ccc(Cl)c(Cl)c2)cc1F	-7
O=C(Nc1ccc(S(=O)(=O)N2CCCCC2c2cccnc2)cc1)c1cc2ccccc2oc1=O (configuration not stated)	0
Cc1cc(Cl)cc2sc(N(Cc3cccnc3)C(=O)CN3C(=O)CCC3=O)nc12	-1
O=c1c2cc(-c3ccccc3)sc2ncn1N=Cc1ccco1	-5
COC(=O)NC(C)Cc1ccoc1 (configuration not stated)	-10
O=C(NN=Cc1ccccc1F)c1ccc(COc2ccccc2Cl)o1	2
CCCc1nnsc1C(=O)Nc1cnoc1	-16
CC(C)Oc1ccc(C(=O)Nc2cccc(N3CCCCC3=O)c2)cc1	-16
Cc1nc2sccn2c(=O)c1NC(=O)c1ccc(S(=O)(=O)N2CCCC2)cc1	5
O=C(NN1C(=O)C2C3c4ccccc4C(c4ccccc43)C2C1=O)c1ccncc1 (configuration not stated)	9
CCOc1cccc2sc(=NC(=O)c3ccnn3C)n(CC)c12	2
Cc1cc(C)nc(SCC(=O)NN=Cc2cccn2-c2cccc(C(F)(F)F)c2)n1	27
O=C(NC[C@@](O)(c1ccco1)C1CC1)c1ccccc1Br	-9
COc1ccc(OC)c2sc(NC(=O)CCc3ccccc3)nc12	-8
CN1CCN(N=Cc2nc(-c3ccccc3)n3ccccc23)CC1	5
COc1cc(C=NNC(=O)c2cccnc2)ccc1OC(=O)c1ccc2c(c1)OCO2	9
CCCc1cnc2c(c1SCc1c(F)cccc1Cl)c(=O)n(C)c(=O)n2C	-10
Cc1c(NC(=O)C2CCCN2/C=C/C(=O)C(F)(F)F)c(=O)n(-c2ccccc2)n1C (configuration not stated)	-8
Cc1ccc(S(=O)(=O)NCC(c2cccs2)S(=O)(=O)c2ccc(F)cc2)cc1 (configuration not stated)	5
Cc1c(Cc2ccc3c(c2)OCO3)sc(NC(=O)C(c2ccccc2)c2ccccc2)c1C(N)=O	-9
CN1CCN([C@@H](CNC(=O)c2ccco2)c2ccsc2)CC1	-3
CC[C@@H](C(=O)Nc1cc(C)nn1-c1ncnc2c1cnn2-c1ccc(F)cc1)c1ccccc1	-4
C=CCn1c(Cn2nnc3ccccc32)nnc1SCC(=O)NN=Cc1cc(Br)cc(OC)c1O	0
O=C(c1ccccc1C(F)(F)F)N(Cc1ccsc1)C1CC1	-6
c1ccc(-c2nc(N3CCCC3)c3ccccc3n2)nc1	54
Cc1cc(C)c(S(=O)(=O)NCCOC23CC4CC(CC(C4)C2)C3)c(C)c1	-6
O=c1c2scc(-c3ccc(Cl)cc3)c2ncn1CCOc1ccccc1	-10
Cc1ccsc1C=NNC(=O)c1nnn(-c2nonc2N)c1-c1ccc2c(c1)OCO2	16
O=C(NCCC1=CCCCC1)C(=O)Nc1ccc(Cl)c(N2CCCS2(=O)=O)c1	1
O=C1c2ccccc2C(=O)N1CCCCN(C(=O)c1cccc(Cl)c1)c1ccc(Cl)cc1	-4
COCC(=O)N1CCCc2ccc(NC(=O)NCc3ccc(F)cc3)cc21	-5
Cc1cc(N)n(C2CCS(=O)(=O)C2)n1 (configuration not stated)	-2
O=S(=O)(NCc1ccc2c(c1)OCO2)c1c(Cl)cccc1Cl	3
C/C(C=Nn1c(-c2n[nH]c3c2CCC3)n[nH]c1=S)=C\c1ccco1	-5
Cn1nc(C(=O)O)ccc1=O	-25
CCCCCC(=O)NN=C(C)c1ccc(N2CCCCC2)cc1	9
COc1ccc(-c2csc3c(=O)n(Cc4cccc(F)c4)cnc23)cc1	-8

16 consecutive entries from above:
SMILES	SSB-PriA inh
CC[C@@H](C(=O)Nc1cc(C)nn1-c1ncnc2c1cnn2-c1ccc(F)cc1)c1ccccc1	-4
C=CCn1c(Cn2nnc3ccccc32)nnc1SCC(=O)NN=Cc1cc(Br)cc(OC)c1O	0
O=C(c1ccccc1C(F)(F)F)N(Cc1ccsc1)C1CC1	-6
c1ccc(-c2nc(N3CCCC3)c3ccccc3n2)nc1	54
Cc1cc(C)c(S(=O)(=O)NCCOC23CC4CC(CC(C4)C2)C3)c(C)c1	-6
O=c1c2scc(-c3ccc(Cl)cc3)c2ncn1CCOc1ccccc1	-10
Cc1ccsc1C=NNC(=O)c1nnn(-c2nonc2N)c1-c1ccc2c(c1)OCO2	16
O=C(NCCC1=CCCCC1)C(=O)Nc1ccc(Cl)c(N2CCCS2(=O)=O)c1	1
O=C1c2ccccc2C(=O)N1CCCCN(C(=O)c1cccc(Cl)c1)c1ccc(Cl)cc1	-4
COCC(=O)N1CCCc2ccc(NC(=O)NCc3ccc(F)cc3)cc21	-5
Cc1cc(N)n(C2CCS(=O)(=O)C2)n1 (configuration not stated)	-2
O=S(=O)(NCc1ccc2c(c1)OCO2)c1c(Cl)cccc1Cl	3
C/C(C=Nn1c(-c2n[nH]c3c2CCC3)n[nH]c1=S)=C\c1ccco1	-5
Cn1nc(C(=O)O)ccc1=O	-25
CCCCCC(=O)NN=C(C)c1ccc(N2CCCCC2)cc1	9
COc1ccc(-c2csc3c(=O)n(Cc4cccc(F)c4)cnc23)cc1	-8

Further entries
SMILES	SSB-PriA inh
Cc1nc(N=Cc2ccc(N(C)C)cc2)sc1C	-2
Nc1c(S(=O)(=O)c2ccccc2)c(Nc2ccc(F)cc2)nn1CC(=O)Nc1cccc(Cl)c1	-5&-2
COC(=O)c1ccccc1OC(=O)c1cc(-c2ccccc2)nc2ccccc12	7
Cc1ccc(Nc2n[nH]nc2C(=O)NCc2ccc(F)cc2)cc1	-2&1
COC(=O)c1ccc(C(=O)NCCc2cc(C)no2)cc1	-5
CCc1c(C(=O)NN=Cc2cccs2)nnn1-c1nonc1N	-1
Cc1noc(C)c1S(=O)(=O)NCc1ccc(C(=O)c2ccco2)s1	-2
Cc1nc(Nc2ccc(NC(=O)Nc3ccccc3)cc2)cc(OC(C)C)n1	-9
CC1C(=O)NN=C1C(=O)NN=Cc1cccs1 (configuration not stated)	-4
CC(C)(C)c1ccc(NC(=O)CSc2nc3scc(-c4ccc(F)cc4)c3c(=O)n2-c2ccccc2)cc1	-14
Cc1nnsc1C(=O)Nc1ccc([N+](=O)[O-])cc1C(F)(F)F	11
Cc1cccc(CC(=O)NCC2CCN(Cc3ccccc3)CC2)c1	-12
COc1ccccc1OCC(=O)Nc1ccc2c(c1)C(=O)NCCO2	-13
O=S(=O)(NCC1(c2cccs2)CCCC1)c1cc(F)ccc1F	-35
COc1ccc(CCNC(=O)C(=O)Nc2cc3c4c(c2)CCN4C(=O)CC3)cc1	15
COc1cc(Cl)c(C)cc1NC(=O)C1COc2ccccc2O1 (configuration not stated)	-43
CC(C)CCN1C(=O)C(C)(C)COc2ccc(NC(=O)C3CCCCC3)cc21	25
O=C(C[n+]1ccccc1)NN=Cc1ccc(O)cc1	0
O=C(O)c1ccccc1C(=O)Nc1cccc(-c2cn3ccccc3n2)c1	-14
Nc1c(S(=O)(=O)c2ccccc2)c(Nc2cccc(F)c2)nn1CC(=O)Nc1ccc(F)cc1	18
O=C(NCCCS(=O)(=O)N1CCN(c2ccc(F)cc2)CC1)c1ccc(Cl)cc1	-13
CC(C)(C)n1nc2c(c1NC(=O)c1ccc(S(=O)(=O)N3CCOCC3)cc1)CS(=O)C2 (configuration not stated)	-8
CCCNS(=O)(=O)c1cc(F)ccc1OC	-4
CC(=O)c1ccc(S(=O)(=O)Nc2cccc(-c3csc4nc(C)cc(=O)n34)c2)cc1	-9
O=C(CSc1nnc2ccc(-c3cccc([N+](=O)[O-])c3)nn12)NCc1ccc(F)cc1	-5
Cn1c(C2CCCN(S(C)(=O)=O)C2)nn(CC(=O)c2ccccc2)c1=O (configuration not stated)	-11
